Screening data: PubChem, several laboratories
Mtb BioA inh: inhibitors of Mycobacterium tuberculosis BioA enzyme. purified M. tuberculosis BioA enzyme, plate reader. inhibition, % at 9.99 µM. 0.096% of 360,000 active; in the data active = inhibition above about 40%; inconclusive = no clear call, values can overlap the other calls
Mtb FBA inh: inhibitors of M. tuberculosis fructose-bisphosphate aldolase; purified M. tuberculosis FBA, fluorescence read-out; inhibition, % at 1 µM; 2.3% of 360,000 active; AID 588726; in the data active = inhibition above about 27%;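 note: 0% = vehicle and 100% = reference inhibitor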
Target sequence (P9WQA3 whole entry, looked up): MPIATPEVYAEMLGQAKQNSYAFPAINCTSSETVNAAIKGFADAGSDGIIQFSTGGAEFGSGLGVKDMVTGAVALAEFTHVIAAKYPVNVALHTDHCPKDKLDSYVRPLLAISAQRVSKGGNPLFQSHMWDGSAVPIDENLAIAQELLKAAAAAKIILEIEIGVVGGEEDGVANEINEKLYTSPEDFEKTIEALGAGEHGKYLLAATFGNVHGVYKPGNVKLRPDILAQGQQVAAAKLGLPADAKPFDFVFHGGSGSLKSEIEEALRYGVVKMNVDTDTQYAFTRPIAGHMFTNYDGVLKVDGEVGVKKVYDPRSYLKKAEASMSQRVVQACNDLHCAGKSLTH
Anthrax LF prot: anthrax lethal factor protease inhibition. AID 588501. 0.12% of 360,000 active. inhibition, % at 10 µM. multiplex microsphere protease cleavage assay, LF; note: plate controls were buffer without enzyme for full effect and enzyme alone for no effect
BoNT F protease: blocks Botulinum neurotoxin F light chain protease; Multiplex microsphere protease cleavage assay, flow cytometry; inhibition, % at 10 µM; 0.22% of 360,000 active; in the data active = inhibition above about 35%, passing the limit was not always enough; inconclusive = no clear call, values can overlap the other calls; note: plate controls were buffer without enzyme for full effect and enzyme alone for no effect
BoNT-A LC inh2: blocks Botulinum neurotoxin A light chain protease; multiplex microsphere protease substrate cleavage, flow cytometry; inhibition, % at 10 µM; 0.17% of 360,000 active; AID 588499; note: plate controls were buffer without enzyme for full effect and enzyme alone for no effect
PfHsp40 yeast: compounds rescuing yeast from Plasmodium falciparum HSP40 toxicity; growth rescue, % at 12.5 µM; 0.68% of 340,000 active; S. cerevisiae expressing PfHsp40, growth rescue, ATP luminescence; in the data active = growth rescue above about 28%, passing the limit was not always enough; inconclusive = no clear call, values can overlap the other calls;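 note: yeast W303a lacking pdr1 and pdr3 grown in galactose medium; growth measured after three days at 30 °C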
Mtb UGM inh: blocks M. tuberculosis UGM enzyme; purified UGM, fluorescence polarization probe displacement; P9WIQ1; 0.06% of 320,000 active; inhibition, % at 10 µM; in the data active = inhibition above about 10%, passing the limit was not always enough; inconclusive = no clear call, values can overlap the other calls
Target sequence (P9WIQ1 whole entry, looked up): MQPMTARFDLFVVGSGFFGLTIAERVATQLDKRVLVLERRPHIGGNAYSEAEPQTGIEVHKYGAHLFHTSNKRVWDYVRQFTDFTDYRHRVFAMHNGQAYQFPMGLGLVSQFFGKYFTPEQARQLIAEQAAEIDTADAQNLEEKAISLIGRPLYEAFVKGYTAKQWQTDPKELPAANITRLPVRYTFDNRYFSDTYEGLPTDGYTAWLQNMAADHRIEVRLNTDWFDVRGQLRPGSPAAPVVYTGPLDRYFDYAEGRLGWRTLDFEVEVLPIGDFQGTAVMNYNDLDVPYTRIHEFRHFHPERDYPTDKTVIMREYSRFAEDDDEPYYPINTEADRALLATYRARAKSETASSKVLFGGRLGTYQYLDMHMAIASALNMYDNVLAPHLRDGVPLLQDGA
FadD28 binding: inhibitors of Mycobacterium tuberculosis FadD28 bisubstrate binding. FadD28 bisubstrate probe binding, fluorescence polarization. inhibition, % at 12.5 µM. 0.22% of 360,000 active; in the data active = inhibition above about 8.5%, passing the limit was not always enough; inconclusive = no clear call, values can overlap the other calls
GDH-TPI counter: inhibits GDH-TPI coupling enzymes, artifact for Mtb FBA screen. GDH-TPI coupled enzyme counterscreen, NADH absorbance. 1.2% of 360,000 active. inhibition, % at 4.8 µM; in the data active = inhibition above about 30%;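 note: 0% = DMSO wells and 100% = wells lacking the enzyme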
An asterisk follows results filed as active; ? = inconclusive; · = no result given. Cut-off read from the data, not from the text of the source, unless noted: active = inhibition above about 30%; inconclusive = no clear call, values can overlap the other calls; inactive = below that.

Values run as follows: Anthrax LF prot	Mtb BioA inh	PfHsp40 yeast	Mtb FBA inh	FadD28 binding	GDH-TPI counter	Mtb UGM inh	BoNT F protease	BoNT-A LC inh2
- COC(=O)c1ccc(N2CCN(CCNC(=O)Nc3ccc(OC)cc3)CC2)cc1
  -20	3.9	0.6	0	-2.3	6	-3.8	-20	-7.4
- Cc1cc(/C=N/O)c(C)n1-c1ccccc1
  -1	·	-1.4	-1	-1.1	5	-1.1	-7	-0.5
- COc1ccccc1CNC(=O)c1cc(S(=O)(=O)N2CCOCC2)cn1C
  -3	0.4	-0.3	0	-4.1	-12	-1.5	3	-0.6
- C=CCn1c(SCc2n[nH]c(=S)n2-c2ccccc2)nnc1-c1ccccc1
  0	-0.2	-0.4	4	1.3	3	-1.3	-4	0.2
- C=CC[C@H](CC(=O)NCCO)C(=O)NC[C@@H](OC(=O)[C@@H](CC=C)Cc1ccc(F)cc1)c1ccccc1
  -2	0.7	-1.2	3	-3.2	9	-3.8	-5	0.3
- CC(NC(=S)Nc1ccc(F)cc1)C(c1cccs1)N1CCOCC1 (stereo unspecified)
  3	-1.0	0.2	4	-1.3	6	0.1	-2	-0.4
- COc1ccc(CNC(=O)c2ccc(C)o2)cc1
  2	·	0.1	1	-2.5	-1	2.2	-5	-0.4
- OCc1nnn(-c2ccccc2)c1CO
  9	-2.2	-1.8	-3	-3.4	-4	3.3	?	2.4
- CCc1ccc(C(=O)CN2C(=O)NC3(CCc4ccccc43)C2=O)cc1 (stereo unspecified)
  -3	-1.0	1.6	-2	-0.8	-3	-0.4	-13	-2.7
- CCOc1ccc2nc(SCC(=O)NCc3ccc(S(N)(=O)=O)cc3)[nH]c2c1
  -10	-0.2	1.1	2	-1.8	8	3.7	?	-3.3
- COc1ccc(OC)c(/C=N/NC(=O)c2[nH]ncc2Br)c1
  -9	-0.5	·	39*	-1.9	21	8.0	-3	-0.7
- CNC(=O)CSc1nnc(C(C)C)n1C
  -4	·	1.2	-8	-3.2	-8	-1.2	1	0.4
- O=C(CSc1nc(C(F)(F)F)cc(=O)[nH]1)N1CCCC1
  1	-0.6	1.2	-3	-3.8	5	2.4	2	1.5
- CC(C)CC(NS(=O)(=O)c1ccccc1S(=O)(=O)NC(CC(C)C)C(=O)O)C(=O)O (stereo unspecified)
  1	-0.6	-1.7	-1	-0.3	4	3.7	-6	-0.9
- COCCn1c(SCc2nc3ccccc3s2)nc2ccccc21
  0	3.5	2.2	2	-1.0	-2	-1.5	10	2.8
- Cc1cccc(COc2ccccc2/C=N/Nc2ccc([N+](=O)[O-])cc2)c1
  -11	-1.1	0.3	-10	-4.1	8	-1.9	-15	-0.1
- CC(=O)c1ccc(N2Cc3ccccc3C2=NC(=O)c2cccs2)cc1
  -4	9.5	1.1	-5	-4.6	22	7.2	-2	0.1
- O=C(C1CCN(C2CCN(C/C=C/c3ccccc3)CC2)CC1)N1CCOCC1
  -4	-1.1	-1.0	0	-3.5	13	2.1	-3	0.6
- O=C(O)c1cn2c3c(ccc(Cl)c3c1=O)OCC2
  -1	0.6	-0.5	21	·	10	0.6	4	-4.3
- CCCc1nn(-c2cc(Cl)ccc2OC)c2c1C(=O)CCC2
  -6	-0.3	-0.6	-2	-2.9	5	-1.6	-13	-0.3

Quoted from the listing:
CC(NC(=S)Nc1ccc(F)cc1)C(c1cccs1)N1CCOCC1 (stereo unspecified) in Mtb FBA inh: 4
CCOc1ccc2nc(SCC(=O)NCc3ccc(S(N)(=O)=O)cc3)[nH]c2c1 in Mtb FBA inh: 2
CC(C)CC(NS(=O)(=O)c1ccccc1S(=O)(=O)NC(CC(C)C)C(=O)O)C(=O)O (stereo unspecified) in Anthrax LF prot: 1

Returning to the listing, repeating the two entries before the break.
Values run as follows: Anthrax LF prot	Mtb BioA inh	PfHsp40 yeast	Mtb FBA inh	FadD28 binding	GDH-TPI counter	Mtb UGM inh	BoNT F protease	BoNT-A LC inh2
- O=C(O)c1cn2c3c(ccc(Cl)c3c1=O)OCC2
  -1	0.6	-0.5	21	·	10	0.6	4	-4.3
- CCCc1nn(-c2cc(Cl)ccc2OC)c2c1C(=O)CCC2
  -6	-0.3	-0.6	-2	-2.9	5	-1.6	-13	-0.3
- Cc1cc(=O)oc2ccc(OC(C)C(=O)O)cc12 (stereo unspecified)
  0	-1.5	1.6	15	-1.5	-1	0.5	-7	-0.3
- CCc1ccccc1N1C(=O)CC(Sc2nccc(C)n2)C1=O (stereo unspecified)
  -3	0.7	1.6	3	-2.5	3	-0.8	-5	-0.2
- COc1ccc(CC(=O)OCC(=O)NC(=O)Nc2ccccc2F)cc1
  -4	-0.6	-0.3	2	-0.7	14	0.8	0	-0.1
- O=C(O)C1CCC(CNS(=O)(=O)c2ccc(Cl)cc2)CC1 (stereo unspecified)
  -2	1.4	-2.9	1	·	2	-1.0	-5	-3.6
- CCOC1=NN(c2ccccc2)C(=O)/C1=C\N(C)C
  0	-0.1	-0.5	-4	-2.0	7	4.9	6	0.6
- O=C1c2cccnc2C(Nc2cccc(F)c2)N1Cc1ccco1 (stereo unspecified)
  0	2.2	0.2	-1	-3.3	-8	-1.4	-4	-0.1
- CNC(=S)Nc1ccc(Br)cc1
  1	·	-0.4	-5	-6.1	10	-0.1	-1	0.3
- COc1ccccc1-n1c(SCC(=O)N2CCOCC2)nc2cccnc21
  -6	-0.5	0.9	1	-0.9	3	0.2	-3	0.3
- CC(C)CCn1c(N2CCCC2)nc2c1c(=O)[nH]c(=O)n2C
  -10	0.3	-0.2	0	-1.0	0	-0.9	-14	-4.7
- O=C(Cn1cccn1)N1CCCC(N2CCN(c3ccccc3F)CC2)C1 (stereo unspecified)
  0	0.3	-1.8	-1	-3.6	4	2.5	-3	-0.3
- Cc1cnc(C(=O)OCC(=O)N2CC(C)CC(C)C2)cn1 (stereo unspecified)
  -7	-1.9	1.3	0	-1.7	0	0.1	-4	-0.5
- Cc1nc2ccc(C(=O)N/N=C/c3ccccc3O)cc2[nH]1
  -2	-0.8	-0.1	4	-5.6	10	2.6	10	0.3
- Cc1nccn1-c1c([N+](=O)[O-])c(=O)n(C)c2ccccc12
  -2	3.2	-1.2	1	-1.3	6	1.7	-10	-0.8
- Cc1ccccc1NC(=O)CCn1c(=O)oc2ccccc21
  4	-0.6	-1.2	-2	-3.7	0	2.1	2	0.1
- CC(C)(C)n1nc2c(c1NC(=O)COc1ccc3ccccc3c1)CS(=O)C2 (stereo unspecified)
  -12	-1.7	-1.4	-1	-3.1	8	-0.5	-11	-0.1
- COc1ccc(C(=O)NC(=S)SCC(=O)O)cc1
  0	·	-0.1	3	-0.6	9	-2.2	-17	-2.3
- O=C(CCSc1nc(-c2ccco2)cc(C(F)(F)F)n1)NCC1CCCO1 (stereo unspecified)
  1	0.3	1.3	-1	-0.8	33*	-0.1	11	0.6
- CC(=O)Nc1ccc(NC(=O)N2CCOCC2)cc1
  -2	-4.8	·	1	-0.1	14	·	3	0.0
- O=C(Nc1nnc(-c2ccco2)s1)C1CCN(S(=O)(=O)c2ccc(Cl)cc2)CC1
  -5	-0.8	-0.7	7	3.2	16	1.3	2	-0.7
- CCOC(=O)c1ccc(S(=O)(=O)N2CCN(S(=O)(=O)CC)CC2)cc1
  0	-0.7	0.9	6	-1.4	4	-0.3	-39	-1.1
- COc1ccc(C(=O)N2CCN=C2SC)cc1OC
  -3	2.6	-1.2	2	-2.2	7	-5.2	-22	-0.8
- Cc1ccc(S(=O)(=O)N[C@H](C(=O)OCC(=O)N2N=C(c3ccc(Cl)cc3)CC2c2ccco2)C(C)C)cc1 (stereo partly specified)
  0	·	-2.8	-1	-0.6	0	1.2	-2	-1.0
- Cc1ccc(C(=O)CNc2ccccc2C)cc1
  -6	2.1	0.0	-1	-3.7	3	1.7	-6	-1.0
- COC(=O)c1sccc1NC(=S)N1CCN(c2ccc(F)cc2)CC1
  -6	-1.7	0.5	-1	2.0	12	-0.8	-1	1.1
- Cc1cccc(Nc2nnc(SCC(=O)NC3CCCc4ccccc43)s2)c1 (stereo unspecified)
  -1	-0.6	-1.1	0	0.0	11	-0.3	-10	-0.6
- O=C(c1ccc(Br)o1)N1CCN=C1SCc1cccc(F)c1
  -4	-1.1	-0.4	0	-1.2	1	0.8	2	0.7
- C=CCNC(=O)c1ccc(Sc2ccccc2)c([N+](=O)[O-])c1
  -1	-2.0	-0.1	-2	-3.3	0	0.5	-1	-0.2
- N=c1c(C(=O)NC2CCCC2)cc2c(=O)n3ccccc3nc2n1CCCN1CCOCC1
  1	-1.8	1.1	158*	-2.8	10	3.6	2	-0.2
- CCc1ccc(S(=O)(=O)N2CCN(c3ncccn3)CC2)cc1
  -3	-1.3	-0.6	-2	0.5	-5	0.1	?	1.9
- O=C(CCCc1nc2ccccc2s1)NNC(=O)CCN1CCN(Cc2ccccc2)CC1
  0	·	-1.0	6	0.5	5	-3.4	1	0.3
- COCCCNC(=O)C[C@H]1C[C@H](C(=O)N2CCOCC2)[C@@]2(CCC3CCCC3)c3[nH]c4ccc(Cl)cc4c3CCN2C1=O
  -3	-1.2	-3.2	-1	-3.6	-15	·	-3	0.6
- C#CCSc1nnc(-c2sc(-c3ccccc3)nc2C)n1C
  -18	60*	1.9	36*	-0.8	7	-0.3	-14	-2.5
- Cc1cc(C)n2cc(CSc3nnnn3-c3ccc(Cl)cc3)nc2n1
  0	-0.4	6.1	9	0.4	12	3.0	-2	0.6
- CN(C)/C(=N\S(=O)(=O)c1ccccc1)c1ccc(Cl)cc1
  -6	0.6	-1.7	2	-2.6	-6	1.1	?	-3.7
- CCC(C)NC(=O)C1CCCN(C(=O)Nc2ccc(F)cc2)C1 (stereo unspecified)
  -4	5.8	-0.7	-2	-4.4	-8	3.4	-16	-2.7
- Cc1cc(C(=O)CSc2nnc(-c3cccc(F)c3)n2N)c(C)n1Cc1ccc2c(c1)OCO2
  -2	·	2.0	2	-0.7	4	-1.5	-2	-0.9
- O=S1(=O)C=C(Sc2nnc(-c3ccccc3)o2)c2ccccc21
  2	-0.9	0.6	4	-1.9	7	-1.3	0	0.1
- CN(Cc1ccccc1)C(=O)Cn1cccc1C(=O)c1ccccc1
  -4	0.0	-0.2	-5	-0.8	4	-1.2	2	-0.2
- CCCCNC(=O)CSc1nc(CCC)nc2ccccc12
  0	·	0.4	0	-3.1	3	-0.9	4	-0.4
- COc1ccc(-c2coc3c(C(=O)Nc4ccc(OC)nc4)cccc23)c(C)c1
  -2	-0.1	·	-2	-11	-8	·	-1	0.4
- CCOC(=O)Cn1ccc(NC(=O)COc2ccc(F)cc2F)n1
  -4	-1.0	0.9	1	-2.8	1	-0.9	0	1.5
- Cc1oc2c(C)c3oc(=O)c(CCC(=O)NCCCn4ccnc4)c(C)c3cc2c1C
  -12	-1.0	-1.4	4	-5.5	9	2.1	-23	-5.3
- Cc1ccc(COC(=O)CN2C(=O)NC3(CCCCC3C)C2=O)cc1 (stereo unspecified)
  -7	-0.4	2.8	6	1.1	3	·	3	-2.8
- CC1Cc2ccccc2N1C(=O)c1nn(C)cc1Br (stereo unspecified)
  -2	·	0.6	4	-0.6	6	2.0	-16	-1.8
- O=C(Nc1ccc(Cl)cc1)N1CCN(c2ncccn2)CC1
  2	3.0	-0.4	0	-2.3	-6	-2.4	-4	-1.2
- Cc1ccc(Oc2ccc(C(=O)NCc3ccncc3)cc2)cc1
  -2	·	-0.2	-1	-6.4	-4	·	-2	-0.5
- C/C(=N/NC(=O)CNC(=O)C(c1ccccc1)c1ccccc1)c1ccco1
  3	·	-0.4	-3	-3.0	13	1.3	?	-2.2
- CC(C)CN(CCNC(=O)c1cn(C)c2ccc(S(=O)(=O)N3CCCC3)cc2c1=O)CC(C)C
  1	-5.5	-0.9	4	-0.5	5	-0.1	5	1.4
- Cc1cccc2sc(NC(=O)C3CSC4(C)CCC(=O)N34)nc12 (stereo unspecified)
  2	-0.5	-1.7	-2	-3.0	-4	-3.4	-5	0.1
- COc1ccc(/C=C/CN2CCN(Cc3cccc(OC)c3)C(CCO)C2)cc1 (stereo unspecified)
  -7	·	0.8	-5	-3.3	-3	1.0	0	-0.5
